Bioassay records as filed in PubChem.
BCR signal inh = qHTS Assay to Find Inhibitors of Chronic Active B-Cell Receptor Signaling; ABC-DLBCL IkBa-CBG/CBR reporter, luminescence ratio, 4 h; Potency, µM (titrated, usually from 46.1 µM), inactives show at the top dose ratio change, negative = lower green/red ratio, hits mostly inhibitors; 0.05% of 340,000 active; AID 493014, 2011; active means well fitted inhibition curve with a large enough effect in the signal ratio, with a control signal flat, not every such curve was filed as active; inconclusive means small, poorly fitted or top-dose-only effect, or effect the other way, or a change in a side signal; the % refers to the signal ratio;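 further: potency means the concentration at half of the fitted maximal effect; plate controls were basal doxycycline-induced cells for no effect and cells given 10 µM MG132 for full effect; MG132 reads +100%, hits lower the ratio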
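TMD8 ABC-DLBCL cells carrying doxycycline-inducible green luciferase fused to IkappaBalpha plus unfused red luciferase were exposed to compounds (up to 46 uM) for 4 hrs at 37C. Activity came from the overlap-corrected green/red luminescence ratio.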
S-ASM inh = Inhibitors of Secretory Acid Sphingomyelinase (S-ASM): qHTS | 0.006% of 340,000 active | Potency, µM (series often up to 57.5 µM), for inactives: at the highest dose activity change, negative = inhibition, actives largely listed as inhibitors | placental ASM, HMU-PC fluorogenic substrate, 60 min | Sphingomyelin phosphodiesterase (Homo sapiens), P17405; further: potency means the concentration at half of the fitted maximal effect
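Human placenta-derived ASM enzyme was preincubated with compound for 10 minutes at room temperature, then given fluorogenic substrate HMU-PC0 (9 uM final) for 60 minutes at 37 °C; a pH 10 stop preceded fluorescence reading at Ex 386/Em 447 nm.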
Tb PFK block = qHTS Assay to Find Inhibitors of T. brucei phosphofructokinase | Potency, µM (titrated, usually from 57.5 µM), without a hit: top-dose activity, negative = inhibition, hits mostly inhibitors | T. brucei PFK, ADP-Glo luminescence | ATP-dependent 6-phosphofructokinase (Trypanosoma brucei brucei), O15648 | 0.17% of 330,000 active;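 further: potency means the concentration at half of the fitted maximal effect; 0% = uninhibited 1x PFK enzyme wells and -100% = no-enzyme wells; nearly all actives have a fitted effect of over 60% in size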
Target sequence (O15648 whole entry, looked up): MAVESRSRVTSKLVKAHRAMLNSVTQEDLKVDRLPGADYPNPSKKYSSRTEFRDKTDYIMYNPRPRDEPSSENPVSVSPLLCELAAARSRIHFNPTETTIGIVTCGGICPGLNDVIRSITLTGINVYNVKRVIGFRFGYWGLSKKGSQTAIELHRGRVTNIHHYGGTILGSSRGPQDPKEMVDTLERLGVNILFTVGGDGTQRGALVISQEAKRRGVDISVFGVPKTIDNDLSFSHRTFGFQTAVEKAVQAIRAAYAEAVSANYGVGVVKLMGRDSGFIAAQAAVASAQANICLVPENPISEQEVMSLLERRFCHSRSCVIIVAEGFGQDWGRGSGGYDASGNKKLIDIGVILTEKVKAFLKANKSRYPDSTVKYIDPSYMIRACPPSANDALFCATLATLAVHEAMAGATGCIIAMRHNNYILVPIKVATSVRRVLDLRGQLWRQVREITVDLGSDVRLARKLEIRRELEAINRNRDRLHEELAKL
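In TEA buffer at pH 8.0 with 5 mM MgCl2, enzyme (1.25 nM) converted F6P (0.5 mM) and ATP (0.1 mM) for 45 min at room temperature. ADP product was read by luciferase luminescence.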
TSG101-PTAP inh = qHTS Assay for Iinhibitors of HIV-1 Budding by Blocking the Interaction of PTAP/TSG101; 340,000 tested, under 10 active; Fluorescence polarization, FITC-PTAP peptide / Tsg101 binding; AID 493005, 2010; Potency, µM (highest dose often 115 µM), inactives show at the highest dose activity change, negative = inhibition, hits mostly inhibitors; active means well fitted inhibition curve with a large enough effect in the main read-out, with a control signal flat, not every such curve was filed as active; inconclusive means small, poorly fitted or top-dose-only effect, or effect the other way, or a change in a side signal; inactive means no such curve, though single readings can be large or run the other way; further: potency means the concentration at half of the fitted maximal effect; % of control where 0% means no effect
Target sequence (Q99816 whole entry, looked up): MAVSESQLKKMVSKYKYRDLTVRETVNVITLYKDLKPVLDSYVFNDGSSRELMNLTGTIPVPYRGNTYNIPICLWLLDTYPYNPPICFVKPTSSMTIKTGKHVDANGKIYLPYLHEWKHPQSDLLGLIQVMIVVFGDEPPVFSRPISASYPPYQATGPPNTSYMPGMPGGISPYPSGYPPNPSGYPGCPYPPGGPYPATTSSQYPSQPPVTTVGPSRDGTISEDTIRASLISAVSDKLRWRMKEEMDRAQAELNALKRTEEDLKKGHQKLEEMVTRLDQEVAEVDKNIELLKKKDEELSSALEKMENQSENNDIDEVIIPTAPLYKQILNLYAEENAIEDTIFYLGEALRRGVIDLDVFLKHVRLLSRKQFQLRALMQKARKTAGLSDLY
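Steps: Tsg101 binding domain dispensed (10 uM final), compounds pinned in DMSO, FITC-labeled PTAP-motif peptide added (50 nM final); after 20 min binding at room temperature, polarization measured.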
A-T KAP1 phos = qHTS Assay for Identifying a Potential Treatment of Ataxia-Telangiectasia; […] A-T fibroblasts, KAP-1 phosphorylation AlphaLISA; neocarzinostatin DNA damage 30 min before lysis; Potency, µM (top dose mostly 57.5 µM), for the others: at the highest dose activation, hits mostly activators; 0.19% of 320,000 active; further: potency means the concentration at half of the fitted maximal effect; % of control where 0% means no effect; nearly all actives have a fitted effect of over 45% in size
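hTERT-immortalized A-T patient fibroblasts ([…]), 500 cells/well in OPTI-MEM, 1% FBS, got compounds for 60 min, then NCS for 30 min at 37C. Lysates were then assayed for phospho-KAP-1 by AlphaLISA (anti-pKAP1 donor, anti-KAP1 acceptor beads), 6 hr at 25C.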
a7 integrin act = qHTS for Activators of Integrin-Mediated Alleviation for Muscular Dystrophy | alpha7betagal myoblasts, beta-gal FDG fluorescence, 48 h | Potency, µM (highest dose often 38.3 µM), for the others: top-dose activation, most hits filed as activators | 0.064% of 350,000 active | AID 624291, 2012;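 further: potency means the concentration at half of the fitted maximal effect; 100% = response of the positive control SU9516; nearly all actives have a fitted effect of over 60% in size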
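alpha7betagal+/- myoblasts (passage 13, 250/well) treated 48 h at 37C with compounds at 1:260 dilution of DMSO stock. Lysed, then beta-galactosidase activity read as FDG fluorescence (ex 480/em 540) after 30 min, with pre-read for autofluorescence.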
TCR activator = Activators of T cell receptors: qHTS campaign; primary human leukocytes, anti-CD3, IL-2 HTRF, 48 h; Potency, µM (top dose mostly 9.22 µM), without a hit: top-dose activation of IL-2 secretion, usual class: activators; 330,000 tested, under 10 active; AID 504894, 2011; further: % of control where 0% means no effect
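Using a-CD3 beads without co-stimulation, primary human leukocytes were exposed to compounds for 48 hr. An HTRF IL-2 kit measured the cytokine, with europium-to-d2 energy transfer producing emission at 665nm upon 320nm excitation.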
Eya2 phos inh = qHTS Assay for Inhibitors of the Phosphatase Activity of Eya2 | recombinant Eya2, OMFP fluorescence dephosphorylation (OMFP is methylfluorescein phosphate) | Potency, µM (titrated, usually from 76.9 µM), for inactives: at the top dose activity, negative = inhibition, hits mostly inhibitors | 0.006% of 330,000 active | AID 488837, 2010; further: potency means the concentration at half of the fitted maximal effect; on the % scale 0 is the no-effect control and ±100 the full control effect
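Eya2 protein (added as 0.2 uM solution) was preincubated with compound for 10 min at ambient temperature in 50 mM HEPES pH 7.5, 50 mM NaCl, 5 uM MgCl2, 0.05% BSA, 1 mM DTT. OMFP (added at 50 uM) then reacted 10 min; fluorescence read at 485/525 nm.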
ELG1 DNA repair = qHTS screen for small molecules that inhibit ELG1-dependent DNA repair in human embryonic kidney (HEK293T) cells expressing luciferase-tagged ELG1. 2.3% of 330,000 active. AID 504467, 2011. HEK293T ELG1-luciferase reporter, luminescence, 16 h; DNA damage induced by 5-fluorouridine. Potency, µM (highest dose often 46.1 µM), without a hit: at the top dose activity change, negative = inhibition, most hits filed as inhibitors; further: potency means the concentration at half of the fitted maximal effect; on the % scale 0 is the no-effect control and ±100 the full control effect; nearly all actives have a fitted effect of over 55% in size
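DMSO vehicle served as the neutral condition. Each well held 2,000 cells given 5-fluorouridine plus compound; after 16 hr at 37 °C/5% CO2, ONE-Glo was added and luciferase measured 30 min later.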
TSHR antag = Antagonists of the Thyroid Stimulating Hormone Receptor: HTS campaign. Thyrotropin receptor (Homo sapiens), P16473. TSHR-expressing cells, TSH-stimulated cAMP HTRF, 2 h; stronger effect = lower value. activity change, negative = inhibition, % at 11.5 µM. 0.2% of 330,000 active. AID 504810, 2011;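 active means activity change below a set negative limit, meaning inhibition stronger than a set level, cut at about -70% in these data; inconclusive means activity change between two set negative limits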; further: on the % scale 0 is the no-effect control and ±100 the full control effect
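TSHR-expressing cells were treated with compounds, then stimulated with TSH at EC80 (4nM final) for 2 hours at 37 deg C. Cellular cAMP was measured by HTRF competition between lysate cAMP and cAMP-d2 for a cryptate-labelled anti-cAMP antibody.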
Mito fusion yeast = qHTS Assay for Small Molecule Inhibitors of Mitochondrial Division or Activators of Mitochondrial Fusion; Potency, µM (titrated, usually from 46.1 µM), for the others: top-dose growth rescue (activation), actives largely listed as activators; 0.23% of 320,000 active; AID 485298, 2010; S. cerevisiae fusion-defective mutant growth rescue, CellTiterGlo 48 h;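 further: potency means the concentration at half of the fitted maximal effect; % of control where 0% means no effect; nearly all actives have a fitted effect of over 45% in size; temperature-sensitive fusion mutants such as fzo1-1 at 37 °C on non-fermentable ethanol glycerol medium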
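Growth-rescue viability read-out: after 48 h at the non-permissive 37C in glycerol/ethanol YPEG, yeast mitochondrial fusion mutants are measured by CellTiterGlo luminescence; compounds (23 nl pinned per well) restoring growth score as division inhibitors or fusion activators.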
Numbers without * were called inactive; i = inactive; ? = inconclusive; . = no result given; [ ] = remark or other dose. Unless noted, the call rests on the fitted dose curve; in most records, active means well fitted curve in the direction sought with a large enough effect; inconclusive means small, poorly fitted or top-dose-only effect, or another doubt; inactive means no such curve, though single readings can be large; an effect the other way counts as inactive or inconclusive.

SMILES | BCR signal inh | S-ASM inh | Tb PFK block | TSG101-PTAP inh | A-T KAP1 phos | a7 integrin act | TCR activator | Eya2 phos inh | ELG1 DNA repair | TSHR antag | Mito fusion yeast
CC(=O)N1c2ccc(S(=O)(=O)NCC3CCC(C(=O)N(C)Cc4ccccc4)CC3)cc2CC1C (stereo not given) | 4% | -1% | -1% | -1% | -3% | -14% | 6% | 10% | -25% | -14 | 0%
Cc1ccc(NC(=O)NCc2cccnc2)cc1Cl | ? | 3% | ? | -4% | -4% | 2% | 10% | -10% | ? | 2 | -1%
c1ccc(-c2nnc(CN3CCN(C(c4ccccc4)c4ccccc4)CC3)o2)cc1 | ? | 0% | -3% | -2% | 6% | 23% | -1% | 8% | ? | 7 | -7%
COC(=O)/C=c1/s/c(=C(/C#N)C(=O)NCc2ccccc2)n(-c2ccccc2)c1=O | 16% | 16% | -5% | -1% | 3% | -2% | . | -11% | ? | 12 | -3%
Cc1cccc(OCC(=O)NNC(=O)c2ccccc2OCc2c(C)noc2C)c1 | -7% | -1% | -4% | -11% | 2% | -17% | -1% | 1% | -3% | 1 | -2%
CN(CC(=O)NCc1ccco1)CC(=O)Nc1cc(S(C)(=O)=O)ccc1Cl | 2% | 1% | 0% | -2% | 4% | -26% | -4% | -10% | 15% | 6 | 5%
COCCn1c(N)c(C#N)c2nc3ccccc3nc21 | ? | i | 0% | -8% | 13% | -10% | 6% | 0% | -3% | 6 | -8%
CCc1cc(=O)oc2cc(C)cc(OC(C)C(=O)NCCCn3ccnc3)c12 (stereo not given) | 2% | 3% | 1% | -3% | -6% | -17% | 0% | 8% | 8% | 0 | 4%
CCCCOC(=O)c1ccc(OC(=O)N2CCOCC2)cc1 | 10% | -1% | 2% | 0% | -10% | 41% | 7% | -12% | ? | 3 | 7%
Cc1cc(CN(C)C(=O)c2cc(COc3ccc(C)c(C)c3)on2)on1 | -23% | 0% | 0% | -2% | 16% | -28% | 5% | 3% | ? | -8 | 1%
COc1cc(OC)cc(C(=O)NC(=S)Nc2ccc3[nH]c(=O)[nH]c3c2)c1 | ? | -2% | 0% | -7% | 6% | ? | -1% | -3% | -9% | 0 | 2%
CCOC(=O)Cc1csc(N)n1 | ? | 3% | 2% | 0% | . | 15% | -4% | 9% | -1% | 0 | -1%
CN(Cc1nc(-c2cccnc2)no1)S(=O)(=O)c1ccc(Br)cc1 | -28% | -3% | -10% | 0% | 14% | 16% | -1% | 25% | ? | 2 | 17%
COc1ccc(C2OC[C@H]3O[C@H](O)[C@H](NC(C)=O)[C@@H](O)[C@@H]3O2)cc1 (stereo not given in full) | 1% | 0% | 0% | -2% | 6% | 1% | 3% | 1% | 3% | -3 | -10%
Cc1nc(N2CCOCC2)sc1C=O | -10% | 0% | 0% | -5% | 0% | 2% | -1% | 1% | 0% | -10 | 1%
CC12CC3(C)CC(C)(C1)CC(C(=O)NCC(=O)O)(C2)C3 | 6% | -1% | -10% | 1% | 1% | -6% | -11% | 5% | ? | -1 | -1%
COc1ccc(-n2c(Cc3cccn3C)nnc2SCC(=O)NCC2CCCO2)cc1 (stereo not given) | 1% | 4% | -3% | -7% | -14% | 1% | 0% | 8% | 9% | 7 | 4%
O=C(CN(Cc1ccccc1)C(=O)CCC(=O)Nc1ccccn1)NCCc1ccccc1 | 0% | 5% | 1% | -2% | 5% | -20% | 1% | 3% | 0% | -2 | -3%
O=C(NCC1CCCO1)c1cccc(Br)c1 (stereo not given) | 0% | -5% | -1% | -7% | 4% | -2% | -1% | -9% | 17% | 11 | 2%
CN(CCC(=O)c1ccccc1)CCC(=O)c1ccccc1 | 2% | 18% | -1% | -1% | -12% | -12% | 7% | -5% | 5% | 18 | -2%

Complete entries, quoted from the list. Values in the order: BCR signal inh | S-ASM inh | Tb PFK block | TSG101-PTAP inh | A-T KAP1 phos | a7 integrin act | TCR activator | Eya2 phos inh | ELG1 DNA repair | TSHR antag | Mito fusion yeast
Results for COc1ccc(C2OC[C@H]3O[C@H](O)[C@H](NC(C)=O)[C@@H](O)[C@@H]3O2)cc1 (stereo not given in full) : 1% | 0% | 0% | -2% | 6% | 1% | 3% | 1% | 3% | -3 | -10%
Results for CN(CCC(=O)c1ccccc1)CCC(=O)c1ccccc1 : 2% | 18% | -1% | -1% | -12% | -12% | 7% | -5% | 5% | 18 | -2%
Results for Cc1nc(N2CCOCC2)sc1C=O : -10% | 0% | 0% | -5% | 0% | 2% | -1% | 1% | 0% | -10 | 1%

Next section
SMILES | BCR signal inh | S-ASM inh | Tb PFK block | TSG101-PTAP inh | A-T KAP1 phos | a7 integrin act | TCR activator | Eya2 phos inh | ELG1 DNA repair | TSHR antag | Mito fusion yeast
CNC(=O)C1CCN(S(=O)(=O)c2c(C)noc2/C=C/c2ccc(OC)cc2)CC1 | -5% | 33% | 4% | -1% | -1% | 2% | 4% | -3% | ? | -4 | -28%
Cc1nc(CNS(=O)(=O)c2cccnc2)cs1 | 4% | 1% | -14% | -4% | 1% | -7% | -4% | -1% | 5% | -5 | -2%
CCOc1ccc(N(CC(=O)NCc2ccc(Cl)cc2)S(=O)(=O)c2c(C)noc2C)cc1 | 6% | 15% | 0% | 1% | 9% | -10% | 9% | 3% | 7% | -5 | 1%
COc1ccc(NC(=O)CCNC(=O)c2ccc([N+](=O)[O-])cc2)cc1S(=O)(=O)N1CCCCC1 | -3% | -2% | 3% | -2% | 4% | -6% | 4% | -19% | -29% | 4 | -2%
Cc1cc(C)c(NC(=O)OCCN2CCOCC2)c(C)c1 | 1% | 5% | -1% | -8% | 5% | -51%[inhibitor] | -9% | -1% | 1% | 1 | -2%
CCN(c1ccccc1)S(=O)(=O)c1ccc(Cl)c(NC(=O)COC(=O)c2cc(O)c3ccccc3c2O)c1 | ? | . | -17% | . | 50% | . | . | 6% | -7% | 14 | -23%
Cc1c(C(=O)Nc2ccc(S(=O)(=O)NCC3CCCO3)cc2)cccc1[N+](=O)[O-] (stereo not given) | 2% | -2% | 5% | -5% | 5% | 12% | -1% | -11% | -15% | 19 | -2%
COc1ccc(NS(=O)(=O)c2cccc(C(=O)N/N=C/c3ccccn3)c2)cc1 | -1% | 3% | -1% | 3% | -4% | -24% | -4% | 8% | 11% | -12 | 5%
Cc1ccccc1CNC(=O)CN1C(=O)c2ccccc2S1(=O)=O | -4% | 8% | -2% | -10% | 1% | 14% | 2% | 3% | 4% | -7 | -1%
CCCNC(=O)c1cc2ccccc2c(=O)o1 | ? | 4% | 5% | 4% | -3% | 18% | -1%[46.1 µM] | 6% | ? | -3 | 1%
CCCCNC(=O)CSc1nnc(Cc2ccccc2)n1CC1CCCO1 (stereo not given) | 0% | 4% | 1% | 1% | -1% | 6% | 2% | 0% | 1% | -15 | -2%
COc1cc2c(C#CCCO)c(-c3ccc(C#N)cc3)oc(=O)c2cc1OC | -3% | 477%[activator] | 0% | -9% | -1% | 16% | -7% | -6% | 21% | -5 | -7%
COc1cc(C(=O)OC(C)C(=O)Nc2ccc3c(c2)OCO3)ccc1OCc1c(C)noc1C (stereo not given) | 0% | -4% | -1% | -3% | 5% | -23% | -3% | -8% | ? | -2 | 4%
